# GAA inh – blocks human lysosomal alpha-glucosidase; P10253; purified human GAA, 4-MU-alpha-glucoside fluorescence; Potency, µM (highest dose often 76.9 µM), inactives show top-dose activity change, negative = inhibition, actives largely listed as inhibitors; 200,000 tested, 0.005% active;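 further: plate controls were uninhibited enzyme wells for no effect and no-enzyme background for full effect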
#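 Endpoint fluorogenic read: 20 min room-temperature reaction of 4 nM human alpha-glucosidase with 400 uM 4-methylumbelliferyl-alpha-D-pyranoside, pH 5.0, quenched with 1M NaOH/1M glycine pH 10. AC50 from Hill modeling.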
# GAA glycogen mod – alters human alpha-glucosidase cleavage of glycogen | P10253 | recombinant GAA, glycogen substrate, Amplex Red glucose oxidase fluorescence | Potency, µM (titrated, usually from 76.4 µM), without a hit: at the highest dose activity change, negative = inhibition, actives largely listed as inhibitors | 300,000 tested, 0.38% active;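 further: 0% = full enzyme reaction and -100% = no-enzyme basal signal; the screen sought inhibitors and activators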
#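 qHTS, 1536-well; enzyme 4 nM final; cpd up to 77 uM; substrate bovine liver glycogen 30 ug; 50 mM citrate/phosphate pH 5.0, 0.01% Tween-20; 37 C, 40 min; Amplex Red detection 45 min RT; Hill fit → AC50.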
# ALDH1A1 block – ALDH1A1 (human) enzyme inhibition; Potency, µM (top dose mostly 75.3 µM), for inactives: top-dose activity, negative = inhibition, hits mostly inhibitors; 220,000 tested, 7.3% active; Purified ALDH1A1, NADH fluorescence, propionaldehyde substrate; P00352; active means well fitted inhibition curve with a large enough effect, not every such curve was filed as active; inconclusive means small, poorly fitted or top-dose-only effect, or another doubt; inactive means no such curve, though single readings can be large or run the other way;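 further: plate controls were no enzyme wells and a reference inhibitor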
# Target sequence (P00352 whole entry, looked up): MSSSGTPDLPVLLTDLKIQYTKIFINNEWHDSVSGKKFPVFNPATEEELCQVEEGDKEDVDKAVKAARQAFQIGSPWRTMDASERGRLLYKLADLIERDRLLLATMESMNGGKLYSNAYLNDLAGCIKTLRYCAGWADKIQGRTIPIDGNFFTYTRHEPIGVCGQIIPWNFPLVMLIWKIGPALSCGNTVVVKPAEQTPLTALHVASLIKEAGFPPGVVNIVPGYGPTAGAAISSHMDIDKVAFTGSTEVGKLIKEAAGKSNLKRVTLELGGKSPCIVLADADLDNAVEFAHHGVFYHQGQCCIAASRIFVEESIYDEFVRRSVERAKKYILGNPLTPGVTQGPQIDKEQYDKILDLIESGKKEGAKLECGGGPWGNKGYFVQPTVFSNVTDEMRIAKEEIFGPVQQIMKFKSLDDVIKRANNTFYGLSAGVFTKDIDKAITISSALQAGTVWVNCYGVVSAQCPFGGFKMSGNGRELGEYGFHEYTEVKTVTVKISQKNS
# Tau fluor cs – counter-screen for tau fibril formation inhibitors. 280,000 tested, 0.93% active. Potency, µM (top dose mostly 57.7 µM), for inactives: at the top dose activity change, negative = decrease. tau K18 P301L (four-repeat tau fragment) Alexa594 fluorescence, heparin fibrillization; further: on the % scale 0 is the no-effect control and ±100 the full control effect; nearly all actives have a fitted effect of over 55% in size
#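 Human K18 P301L tau (15 uM unlabeled plus 0.24 uM Alexa 594-labeled, final) in 100 mM sodium acetate pH 7 was mixed with compound and 20 uM heparin and incubated 6 hr at 37 C.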
# GAA spleen mod – inhibits or activates alpha-glucosidase in human spleen homogenate | P10253 | human spleen homogenate, 4-MU-alpha-glucoside fluorescence | Potency, µM (top dose mostly 79.9 µM), inactives show at the top dose activity change, negative = inhibition, usual class: inhibitors | 240,000 tested, 0.006% active;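 further: 0% = enzyme with vehicle and -100% = no enzyme basal signal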
#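 Compounds were titrated against alpha-glucosidase in spleen homogenate at pH 5.0, with 1 mM 4-methylumbelliferyl substrate for 40 min at 37 C. Reactions were quenched with pH 10 NaOH/glycine and fluorescence measured.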
# aGal spleen mod – alpha-galactosidase A (human) modulation; Potency, µM (doses to about 80 µM), inactives show at the top dose activity change, negative = inhibition, most hits filed as inhibitors; human spleen homogenate, 4MU-alpha-Gal fluorescence, 40 min; P06280; 240,000 tested, 0.008% active;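 further: 0% = enzyme with vehicle and -100% = no enzyme basal signal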
#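 Inhibition or activation of alpha-galactosidase in human spleen homogenate is scored by 4-MU fluorescence after 40 min at 37C, pH 5.0, with 1 mM substrate. AC50s come from concentration-response fitted to the Hill equation.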
# NPSR antagonist – neuropeptide S receptor (human) antagonism, cAMP; Q6W5P4; CHO-NPSR cells, cAMP TR-FRET, antagonist mode; Potency, µM (doses to about 38.3 µM), for inactives: at the highest dose activity change, negative = inhibition, hits mostly inhibitors; 220,000 tested, 1% active; AID 1461; further: on the % scale 0 is the no-effect control and ±100 the full control effect; nearly all actives have a fitted effect of over 50% in size; many of its hits are not listed in these tables
# Target sequence (Q6W5P4 whole entry, looked up): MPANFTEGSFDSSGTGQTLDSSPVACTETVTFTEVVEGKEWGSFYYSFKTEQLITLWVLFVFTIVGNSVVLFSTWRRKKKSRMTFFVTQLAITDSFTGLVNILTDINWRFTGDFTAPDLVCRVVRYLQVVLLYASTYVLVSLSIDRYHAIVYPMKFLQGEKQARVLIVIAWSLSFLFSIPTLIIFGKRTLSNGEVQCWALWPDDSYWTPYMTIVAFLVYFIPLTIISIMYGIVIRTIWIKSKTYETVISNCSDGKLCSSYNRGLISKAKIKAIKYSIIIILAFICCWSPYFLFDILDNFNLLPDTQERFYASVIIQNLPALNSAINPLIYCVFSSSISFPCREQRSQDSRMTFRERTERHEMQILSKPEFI
# Epigenetic reg – epigenetic control regulation, reporter derepression; murine LDR cells, GFP reporter derepression, 30 h; 280,000 tested, 0.2% active; AID 1865; Potency, µM (titrated, usually from 53.9 µM), without a hit: at the top dose GFP activation, usual class: activators; further: % of control where 0% means no effect; nearly all actives have a fitted effect of over 60% in size
#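 Reporter derepression read as number of fluorescent GFP-positive objects, 20-120 um in size, counted by laser-scanning cytometer. Mouse LDR line with an epigenetically silenced CMV-GFP locus; compound incubation 30 h, 37 C.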
# * = called active by the depositor; ? = inconclusive; . = no result given; & = joins results of further samples; [ ] = remark or other dose. Unless noted, the call rests on the fitted dose curve; in most records, active means well fitted curve in the direction sought with a large enough effect; inconclusive means small, poorly fitted or top-dose-only effect, or another doubt; inactive means no such curve, though single readings can be large; an effect the other way counts as inactive or inconclusive. Potency means the concentration at half of the fitted maximal effect.
item	Compound	Tau fluor cs	GAA inh	Epigenetic reg	aGal spleen mod	GAA spleen mod	ALDH1A1 block	NPSR antagonist	GAA glycogen mod
1	CCc1nnc(NC(=O)c2ccc(-c3ccc([N+](=O)[O-])cc3Cl)o2)s1	-14%	0%	-1.2%	-5%	-2%	?	10%	-1%
2	CC(C)CC(NC(=O)c1ccccc1)C(=O)N/N=C/c1ccco1 (stereo unspecified)	-2%	0%	-1.0%	-2%	-6%	12%	-10%	-3%
3	Cc1cc(C)cc(NC(=O)CSc2nc3ccncc3[nH]2)c1	-13%	-10%	4.0%	4%	0%	6%	-22%[46.1 µM]	3%
4	C=CCNc1nc(N)c(C(=C(C#N)C#N)c2ccc(Br)cc2)s1	-8%	?	0.0%	?	?	?	?	-4%
5	CCOC(=O)N1CCC(NC(=O)c2cc(C(=O)NCc3ccc(F)cc3)ccc2CO)CC1	4%	5%	-1.8%	-8%	1%	-1%	-1%[46.1 µM]	2%
6	O=C(COC(=O)CNS(=O)(=O)/C=C/c1ccccc1)NC1CCS(=O)(=O)C1 (stereo unspecified)	4%	0%	0.8%	-4%	4%	?	-13%[46.1 µM]	-17%
7	Cc1nnc(SCC(=O)NC23CC4CC(CC(C4)C2)C3)n(N)c1=O	-3%	6%	1.4%	5%	-1%	?	10%	2%
8	CCOCCCNC(=S)Nc1cc(OCC)c(NC(=O)c2ccco2)cc1OCC	-28%	8%	-6.0%	-5%	-4%	-8%	13%	6%
9	CCN(CC)CCCNC(=O)c1cc(-c2ccc(O)cc2)on1	0%	-7%[15.4 µM]	-0.7%	0%	-1%	6%	-2%[46.1 µM]	8%
10	Cc1cc(C(=O)C(C)Sc2cccc[n+]2[O-])c(C)n1-c1ccc(Cl)cc1 (stereo unspecified)	0%	4%	?	-2%	-4%	?	-50%	4%
11	Cc1cccc(NC(=O)C2(C)CC3c4ccccc4C2c2ccccc23)c1C (stereo unspecified)	-3%	4%	-1.0%	0%	-4%	7%	-43%	-4%
12	OCCN1CCN(C(=S)c2ccc(Br)cc2)CC1	8%	-5%	0.0%	6%	2%	6%	-6%[46.1 µM]	2%
13	Cc1ccc(S(=O)(=O)N(CCC(=O)Nc2ccc(OC(F)(F)F)cc2)c2ccccc2)cc1	-24%	?	0.0%	-5%	6%	-4%	-10%	0%
14	O=[N+]([O-])c1cc(Cl)ccc1NCCNS(=O)(=O)c1ccccc1	?	-5%	-3.2%	-5%	-8%	?	-18%	16%
15	Cn1c(NC(=O)C2CC2)cc(=O)n(C)c1=O	-14%	-13%	0.0%	5%	2%	-2%	-7%[46.1 µM]	6%
16	O=C(CSc1nnc(-c2c[nH]c3ccccc23)o1)N1c2ccccc2CCc2ccccc21	-1%	7%	-2.6%	0%	4%	3.5µM*	?	-20%
17	O=C(COC(=O)C1(c2ccccc2F)CCCC1)N1CCN(C(=O)c2ccco2)CC1	1%	3%	-0.7%	10%	7%	4%	-9%[46.1 µM]	1%
18	COc1ccc(C(=O)NC(=S)NCc2cccnc2)cc1[N+](=O)[O-]	-2%	-2%	-0.9%	1%	-2%	?	6%	-3%
19	O=C(NCc1ccc2c(c1)OCO2)c1ccccc1	-4%	0%	3.3%	1%	-1%	8%	12%	3%
20	CCCCNC(=O)C1CC(=O)N(c2ccc(OC)cc2)C1c1ccc(OC)cc1 (stereo unspecified)	-4%	2%	-1.2%	-3%	-3%	?	-14%[46.1 µM]	1%
21	CCOc1cc(S(=O)(=O)NCc2ccccn2)ccc1Cl	-3%	1%	-1.2%	-3%	-3%	-3%	-2%[46.1 µM]	-4%
22	C=CCOC(=O)C1=C(C)NC(SC)=C(C#N)C1c1ccc(OCC)cc1 (stereo unspecified)	?	-7%	-5.2%	-6%	-7%	20µM*	-26%[46.1 µM]	-17%
23	CCCNCc1cc(OC)c(OCC(=O)NCCc2ccccc2)cc1Br	1%	0%	-0.7%	10%	7%	-7%	13%	-4%
24	O=C1CCC(C(=O)OCc2ccccc2)N1 (stereo unspecified)	-1%	-10%	-0.7%	1%	1%	23%	-5%[46.1 µM]	1%
25	CCN(CC)S(=O)(=O)c1ccc2oc(C(=O)NCC3COc4ccccc4O3)c(C)c2c1 (stereo unspecified)	-19%	-10%	-1.1%	8%	0%	14µM*	-29%[46.1 µM]	-5%
26	Cc1ccc(/C=N/n2c(C3CCCCC3)n[nH]c2=S)o1	-10%	5%	-0.9%	-11%	-22%	?	5%	-1%
27	CO[C@]1(NC(=O)C(C(=O)O)c2ccc(O)cc2)C(=O)N2C(C(=O)O)=C(CSc3nnnn3C)COC21 (stereo partly specified)	-2%	.	1.3%	9%	-8%	-3%	.	.
28	CSC(=CC(=O)c1ccccc1)SC	-6%	-7%	0.9%	1%	-11%	-6%	-3%[46.1 µM]	5%
29	CC(=O)Nc1ccc(/C(C)=N/NC(=O)CN(c2ccccc2Br)S(C)(=O)=O)cc1	2%	4%	7.3%	2%	2%	12%	12%	-6%
30	O=C(O)c1cccnc1	-6%&-7%	?	-3.8%	-11%	1%	5%&2%	2%	-4%

# 2 compounds drawn at random from the list so far:
item	Compound	Tau fluor cs	GAA inh	Epigenetic reg	aGal spleen mod	GAA spleen mod	ALDH1A1 block	NPSR antagonist	GAA glycogen mod
30	O=C(O)c1cccnc1	-6%&-7%	?	-3.8%	-11%	1%	5%&2%	2%	-4%
22	C=CCOC(=O)C1=C(C)NC(SC)=C(C#N)C1c1ccc(OCC)cc1 (stereo unspecified)	?	-7%	-5.2%	-6%	-7%	20µM*	-26%[46.1 µM]	-17%

# Remaining list, next part
item	Compound	Tau fluor cs	GAA inh	Epigenetic reg	aGal spleen mod	GAA spleen mod	ALDH1A1 block	NPSR antagonist	GAA glycogen mod
31	CCOc1ccccc1OCCOCCOc1c(Cl)cccc1Cl	-3%	-1%	3.0%	4%	-2%	-9%	-16%	4%
32	COc1cccc(OCC(O)CN2CCN(CCN3C(=O)c4cccc5cccc(c45)C3=O)CC2)c1 (stereo unspecified)	-4%	-7%	-1.4%	-7%	-3%	-14%	-13%	-6%
33	CC1CN=C(N(C(=O)Nc2ccccc2)C(C)c2ccccc2)S1 (stereo unspecified)	2%	.	1.0%	-4%	2%	.	-7%	9%
34	COc1ccc(OCCSc2nc(N)cc(=O)[nH]2)cc1	-12%	0%	4.2%	7%	1%	1%	-5%	19%
35	CC=C1C2C=C(C)CC1(N)c1ccc(=O)[nH]c1C2 (stereo unspecified)	2%	.	1.1%	-4%	-2%	-2%	.	.
36	CCN(c1ccc(NC(=O)COC(=O)c2cccs2)cc1)C(C)C	?	-1%	0.8%	-3%	5%	?	-13%[46.1 µM]	8%
37	CC(=O)c1cccc(NC(=S)NCc2ccco2)c1	?	?	3.1%	-5%	0%	-8%	-3%	14%
38	COCc1cc(/C=N\NC(=O)c2ccc(Cl)cc2)ccc1OC	1%	-3%	-0.9%	-9%	-13%	-5%	-2%	10%
39	C#Cc1ccc([C@@H]2C=C(C(=O)OCC=C)O[C@H](OCC)[C@H]2CCCO)cc1	-6%	.	0.3%	-16%	-2%	-9%	0%	6%
40	CCOC(=O)CSc1nnc(CSc2nc(N)c3c(C)c(C)sc3n2)n1-c1ccccc1	-9%	-13%	-0.9%	5%	7%	2%	?	15%
41	CCOC(=O)N(C)OC(=O)Nc1ccc(Cl)c(Cl)c1	-19%	-3%	-4.9%	-6%	0%	4µM*	20%[46.1 µM]	-24%
42	Cc1cccc(Nc2nc3c(S(=O)(=O)c4ccccc4)nnn3c3ccccc23)c1	-2%	14%	2.2%	0%	0%	?	-19%	10%
43	Cc1ccsc1CNC12CC3CC(CC(C3)C1)C2	6%	10%	1.0%	2%	-11%	4%	3%	-6%
44	NC(=S)N/N=C1\CC(n2nnnc2-c2ccccc2)C2COC1O2 (stereo unspecified)	10%	.	-1.5%	3%	5%	.	11%	?
45	O=C(NCCCn1ccnc1)c1noc2c1CCc1ccccc1-2	-17%	-1%	-0.4%	-1%	-3%	1%	-4%[46.1 µM]	-3%
46	CC(CN1CCOCC1)OC(=O)C(C)(c1ccccc1)c1ccccc1 (stereo unspecified)	-7%	-28%	0.0%	-4%	-11%	12%	-11%	-3%
47	COc1cc(OC)cc(C(=O)NCC(=O)OC2CCOC2=O)c1 (stereo unspecified)	2%	-9%	-1.1%	-9%	-2%	6%	-3%[46.1 µM]	5%
48	CCOC(=O)c1c(CN2CCN(C)CC2)n(C)c2cc(Br)c(OC)cc12	3%	-6%	-2.1%	1%	-5%	-1%	10%[46.1 µM]	-5%
49	COCCCNC(=S)NNC(=O)C1CC1c1ccc(C(C)(C)C)cc1 (stereo unspecified)	-8%	0%	-0.6%	-2%	3%	7%	-13%	-24%

# Filtered by structure: the compounds so far containing a Cl atom (7)
item	Compound	Tau fluor cs	GAA inh	Epigenetic reg	aGal spleen mod	GAA spleen mod	ALDH1A1 block	NPSR antagonist	GAA glycogen mod
1	CCc1nnc(NC(=O)c2ccc(-c3ccc([N+](=O)[O-])cc3Cl)o2)s1	-14%	0%	-1.2%	-5%	-2%	?	10%	-1%
10	Cc1cc(C(=O)C(C)Sc2cccc[n+]2[O-])c(C)n1-c1ccc(Cl)cc1 (stereo unspecified)	0%	4%	?	-2%	-4%	?	-50%	4%
14	O=[N+]([O-])c1cc(Cl)ccc1NCCNS(=O)(=O)c1ccccc1	?	-5%	-3.2%	-5%	-8%	?	-18%	16%
21	CCOc1cc(S(=O)(=O)NCc2ccccn2)ccc1Cl	-3%	1%	-1.2%	-3%	-3%	-3%	-2%[46.1 µM]	-4%
31	CCOc1ccccc1OCCOCCOc1c(Cl)cccc1Cl	-3%	-1%	3.0%	4%	-2%	-9%	-16%	4%
38	COCc1cc(/C=N\NC(=O)c2ccc(Cl)cc2)ccc1OC	1%	-3%	-0.9%	-9%	-13%	-5%	-2%	10%
41	CCOC(=O)N(C)OC(=O)Nc1ccc(Cl)c(Cl)c1	-19%	-3%	-4.9%	-6%	0%	4µM*	20%[46.1 µM]	-24%

# Screening data deposited in PubChem by National Center for Advancing Translational Sciences (NCATS).

# The list is partial. The share of hits here may be higher or lower than overall.
